Rv3671c inh = Rv3671c (M. tuberculosis) protease inhibition; P9WHR9; AID 2606; inhibition, % at 5.96 µM; 320,000 tested, 0.048% active; in the data active = inhibition above about 38%;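 also: extracellular domain of Rv3671c used as enzyme; 0% = enzyme with DMSO and 100% = no enzyme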
MazEF act = MazEF (E. coli) toxin RNase activation. P0AE70. FAM/BHQ RNA-DNA oligo cleavage fluorescence, 5 h. activation, % at 20 µM. 350,000 tested, 0.32% active. AID 504720; in the data active = activation above about 50%
Target sequence (P0AE70 whole entry, looked up): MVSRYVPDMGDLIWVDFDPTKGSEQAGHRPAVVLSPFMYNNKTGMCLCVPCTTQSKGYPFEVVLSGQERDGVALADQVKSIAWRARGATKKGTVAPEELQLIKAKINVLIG
BoNT-F LC inh = inhibitors of Botulinum neurotoxin F light chain protease. 360,000 tested, 0.22% active. AID 588497. Multiplex microsphere protease cleavage assay, flow cytometry. inhibition, % at 10 µM; in the data active = inhibition above about 35%, passing the limit was not always enough; inconclusive = no clear call, values can overlap the other calls; also: plate controls were buffer without enzyme for full effect and enzyme alone for no effect
CCHFV vOTU inh = CCHFV vOTU protease inhibition. Pep-AMC fluorescence. inhibition, % at 11.5 µM. 370,000 tested, 0.55% active; in the data active = inhibition above about 30%; also: 0% = vehicle wells with enzyme and 100% = no enzyme wells
BoNT-A LC inh2 = blocks Botulinum neurotoxin A light chain protease; multiplex microsphere protease substrate cleavage, flow cytometry; inhibition, % at 10 µM; 360,000 tested, 0.17% active; AID 588499; also: plate controls were buffer without enzyme for full effect and enzyme alone for no effect
Anthrax LF prot = blocks Bacillus anthracis lethal factor protease; P15917; multiplex microsphere protease cleavage assay, LF; inhibition, % at 10 µM; 360,000 tested, 0.12% active; AID 588501; also: plate controls were buffer without enzyme for full effect and enzyme alone for no effect
Target sequence (P15917 whole entry, looked up): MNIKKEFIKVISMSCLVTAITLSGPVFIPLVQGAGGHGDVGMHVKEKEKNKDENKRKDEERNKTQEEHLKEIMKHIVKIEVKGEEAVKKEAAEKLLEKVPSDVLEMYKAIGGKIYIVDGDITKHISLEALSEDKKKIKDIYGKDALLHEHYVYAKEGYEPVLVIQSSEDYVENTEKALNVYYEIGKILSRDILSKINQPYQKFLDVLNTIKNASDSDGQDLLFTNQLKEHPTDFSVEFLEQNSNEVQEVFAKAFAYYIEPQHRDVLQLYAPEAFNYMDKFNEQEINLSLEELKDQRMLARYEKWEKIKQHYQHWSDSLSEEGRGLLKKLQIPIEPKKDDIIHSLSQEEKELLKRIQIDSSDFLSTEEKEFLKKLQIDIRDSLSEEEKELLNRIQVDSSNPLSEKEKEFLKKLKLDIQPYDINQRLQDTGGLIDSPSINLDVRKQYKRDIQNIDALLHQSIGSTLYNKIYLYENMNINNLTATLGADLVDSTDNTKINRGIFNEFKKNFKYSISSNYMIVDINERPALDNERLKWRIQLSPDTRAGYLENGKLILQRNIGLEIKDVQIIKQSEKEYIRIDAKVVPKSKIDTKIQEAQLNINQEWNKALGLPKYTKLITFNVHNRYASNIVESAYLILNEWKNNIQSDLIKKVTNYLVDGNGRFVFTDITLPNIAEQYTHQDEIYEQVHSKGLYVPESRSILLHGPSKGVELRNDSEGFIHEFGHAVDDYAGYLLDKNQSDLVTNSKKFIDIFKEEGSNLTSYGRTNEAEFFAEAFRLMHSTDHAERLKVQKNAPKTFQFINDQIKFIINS
SSB-PriA inh = K. pneumoniae PriA-SSBct interaction inhibition. AlphaScreen SSBct-PriA binding, biotinylated peptide. AID 1272365. inhibition, % at 33 µM. 430,000 tested, 0.6% active; in the data active = inhibition mostly above about 37%, no sharp cut-off; inactive = mostly below about 20%;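 also: plate controls were negative control peptide for no effect and reference peptide for full effect; strong numbers were not always called active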
3CLpro inhibitor = SARS-CoV 3CLpro protease inhibition. recombinant SARS-CoV 3CLpro, quenched FRET peptide cleavage. inhibition, % at 6 µM. 290,000 tested, 0.14% active; in the data active = inhibition above about 12%
PrPC TRFRET = cell surface PrPC inhibition, primary TR-FRET screen. P04156. TR-FRET read-out. inhibition, % at 13.8 µM. 370,000 tested, 0.43% active. AID 720596; in the data active = inhibition above about 24%; also: 0% = median of the test wells and 100% = reference compound wells
DUSP3 inh = blocks human VHR1 dual specificity phosphatase; recombinant VHR phosphatase, pNPP absorbance; inhibition, % at 13.3 µM; 290,000 tested, 0.52% active; in the data active = inhibition above about 50%; also: some compounds called inactive have numbers as strong as hits
Numbers without * were called inactive; u = inconclusive; x = no result given. Rule as the data show it, unless noted: active = inhibition above about 30%; inconclusive = no clear call, values can overlap the other calls; inactive = below that.

SMILES	Rv3671c inh	MazEF act	BoNT-F LC inh	CCHFV vOTU inh	BoNT-A LC inh2	Anthrax LF prot	SSB-PriA inh	3CLpro inhibitor	PrPC TRFRET	DUSP3 inh
CC(C)(C)OC(=O)C[C@H]1C/C=C\C[C@H](CC(=O)NCCO)C(=O)NCCOC1=O	0	9	16	-7	-0.3	0	10	x	-5	x
OCCCCNCc1cc(Br)ccc1OCc1ccccc1F	-10	3	-13	-17	-0.2	-5	7	5	-5	22
Cc1ccc(C)c(N2CCN(C(=O)C3CCN(S(=O)(=O)c4cccc5nsnc45)CC3)CC2)c1	-1	-1	-17	13	-1.4	-4	4	0	-14	14
NS(=O)(=O)c1ccc(CNC(=O)CSc2nc3ccc(Cl)cc3[nH]2)cc1	5	2	6	4	1.0	-2	-2	-5	2	-8
Cc1ccc2[nH]c3c(c2c1)CN(C(C)C)CC3	-2	0	8	-9	6.4	-10	4	-2	-4	22
Cc1cc(Br)ccc1NC(=O)CN(C)C(=O)CNC(=O)Cc1ccccc1	-1	6	-1	-2	2.1	-2	-6	x	7	x
Cc1ccc(N(C)S(=O)(=O)c2ccc3c(c2)CC(C)N3C(=O)C2CC2)cc1 (centres undefined)	-6	0	3	-2	-0.3	0	-17	5	-5	-14
COc1cc(C2c3cc4c(cc3CC3COC(=O)N32)OCO4)cc(OC)c1OC (centres undefined)	x	3	-4	5	-0.5	-6	-31	x	7	x
COCCSc1ccccc1C(=O)N1CCC(Cc2ccccc2)CC1	4	-25	8	8	0.3	0	-4	1	0	-3
O=C(N/N=C/c1ccc[nH]1)c1cccc(Br)c1	7	3	-3	29	-0.2	-2	x	1	7	13
Cc1cc(C(F)F)n2nc(C(=O)Nc3c(F)cc(F)cc3Br)nc2n1	-8	0	28	22	0.1	-4	0	-2	1	11
CC1CCN(C(=O)CNS(=O)(=O)c2ccc(Br)s2)CC1	-3	0	-14	1	-1.3	-5	-5	0	1	7
COc1ccccc1NC(=S)N(CCN1CCOCC1)Cc1ccccc1F	0	4	-11	12	-1.6	3	6	0	6	-6
Cc1ccccc1-c1nnn(Cc2ccc(-c3nn[nH]n3)cc2)n1	-6	-2	-2	0	-0.2	4	-7	4	7	-28
COc1cc2[nH]c(=S)n(Cc3ccccc3)c(=O)c2cc1OC	1	0	-4	10	-0.8	-3	12	3	-2	13
O=C(CSc1nnc2n(C3CCCCC3)c(=O)c3ccccc3n12)OC1CCCCC1	-6	-3	-4	-8	-1.8	0	-9	-1	4	15
O=C(NNC(=O)C1CCC1)c1ccc(Br)cc1	-1	0	-6	3	2.5	-4	-6	x	8	x
Cc1ccc(NC(=O)C(C)N2C(=O)c3ccccc3S2(=O)=O)cc1Cl (centres undefined)	2	-1	x	-8	x	x	-2	x	2	x
O=[N+]([O-])c1ccc(C2=CSC3=NCCN23)cc1	6	-2	-4	-9	-0.4	-7	-11	x	-48	x
CC(=O)N1CC(=O)N=C1SCC(=O)Nc1nc(C)c(-c2ccccc2)s1	-5	-22	-5	2	-0.1	1	2	3	-3	2
O=C(NCc1ccccc1Cl)C1CCC(=O)N1Cc1ccc(F)cc1 (centres undefined)	-15	6	-23	4	0.3	-1	-5	1	7	40
CC(C)(C)NC(=O)CSc1nc(N)c(NC(=O)c2ccccc2F)c(=O)[nH]1	2	-1	-1	0	-1.1	-1	-7	4	7	-2
COC(=O)c1ccc(N=C2SCC(=O)N2C)cc1	1	-1	u	-5	4.1	-4	-14	-1	-5	-4
Oc1c(Br)cc(Br)cc1C=Nc1ccc2c(c1)OCO2	-17	-26	-3	-11	0.3	2	10	-3	1	-13
O=C(NCc1ccco1)c1cccnc1Cl	-7	3	5	-15	0.3	0	3	1	4	6
Cc1cccc(NC(=O)COC(=O)Cc2cccc(C(F)(F)F)c2)c1C	2	-3	6	13	0.5	1	-23	-1	4	10
CCOC(=O)c1cnc(-n2nc(C)cc2C)[nH]c1=O	-2	4	-11	8	-2.0	-4	13	3	-3	5
COc1cccc(OCC(=O)NNC(=O)C(=O)Nc2cccc(C)c2)c1	-1	-3	-2	12	-1.6	0	-13	-1	6	22
COc1cc(CN2CCN(Cc3ccc4cc(F)ccc4n3)CC2CCO)cc(OC)c1 (centres undefined)	-1	4	u	-5	-4.1	-3	-8	-7	-14	-29
COc1ccc(C(=O)Nc2ccc(S(=O)(=O)Nc3nccnc3OC)cc2)cc1	-3	-27	2	-3	0.0	3	-4	-2	1	19
COc1ccc2[nH]c(=O)c(CN(C(=O)c3cccnc3)c3ccccc3)cc2c1	-1	5	5	-20	0.6	2	5	0	-6	37
CC(=O)N1Cc2cnnn2-c2ccccc2C1(C)C#N (centres undefined)	x	2	1	-7	-0.2	1	-2	x	1	x
CCCc1nnc(SCC(=O)N2CCCC2)n1CC1CCCO1 (centres undefined)	-3	1	u	4	0.0	2	-18	-3	-3	10
CN[C@H]1C[C@@H](c2ccccc2)N(C(C)=O)C[C@H]1CO	x	x	-11	11	-0.9	-4	x	x	-2	x
O=C(CCC(=O)Nc1ccccc1)NNC(=O)c1cccs1	-2	5	4	11	2.8	-5	-13	5	0	19
Cc1ccc(C)c(N2CCN(S(=O)(=O)c3c(C)[nH]c(C)c3C(=O)N3CCCCC3)CC2)c1	1	7	0	8	0.2	0	11	0	3	33
C=CC[C@H](CC(=O)NCCO)C(=O)NC[C@H](OC(=O)[C@@H](CC=C)Cc1ccc(F)cc1)c1ccccc1	-1	3	-6	-2	0.0	7	5	x	-3	x
CN1CCN(c2nc(-c3ccncc3)nc3ccccc23)CC1	4	6	-13	-11	-0.5	1	2	3	4	-8
Cc1cccc(OCC(O)CN2CCNCC2)c1 (centres undefined)	-3	4	3	-5	-1.4	-7	-3	0	0	26
COc1ccc(Cn2c(C)nnc2-c2cnn(C)c2N)cc1	-2	1	-12	-18	-1.7	-5	1	4	-3	-23
CCc1cccc(NC(=O)COC(=O)c2c(-c3ccccc3)noc2C)c1	x	-5	0	2	-0.3	-10	x	x	6	x
CC(C)N(Cc1ccccc1)C(=O)COC(=O)/C=C/c1cnc2ccccc2n1	-6	2	4	4	2.4	-3	-1	-2	6	31
CC(C)OC(=O)c1nnn(-c2nonc2N)c1CSc1ccccn1	-4	6	10	1	0.9	1	0	2	-14	-10
O=C1NC[C@@H](CCCCN2C[C@H](Cc3ccccc3)N(CCc3ccccc3)C(=O)C2=O)N(CCc2ccccc2)C1=O	x	x	1	8	0.8	-1	x	x	6	x
Cc1ncc(CO)c2cc(-c3nnc(Nc4ccc5c(c4)OCO5)s3)c(=O)oc12	4	-19	5	-8	0.8	1	-4	-2	5	14
Cc1cccc(OCC(=O)Nc2ncn[nH]2)c1C	2	1	-2	3	-0.4	1	-12	5	9	-15
COc1cc2c(cc1OC)C(=O)N(C)CC2	0	-11	-13	3	-0.7	0	-6	-4	6	21
O=C(Cc1c(F)cccc1Cl)N1CCOCC1	1	-1	-6	-1	0.0	4	-4	5	-8	42
Cc1oc2cc3oc(=O)cc(C)c3cc2c1C	2	-2	-16	-17	-3.5	1	9	-1	-4	-1
COCc1cc(C)nc(SCC(=O)Oc2ccccc2)c1C#N	-19	0	1	-1	-0.3	-2	-1	5	2	5
Cc1ccc(C2N(C)C(=O)c3ccccc3N2C)cc1 (centres undefined)	x	6	26	-72	-0.4	3	-14	3	9	20
Cc1ccccc1OCCCCc1c(C)n[nH]c1C	-3	-7	-10	6	-0.7	-3	-31	3	13	8
Cc1csc2c(N3CCCCC3)ncnc12	4	-1	0	-11	-0.4	2	-10	3	9	23
CCN(CC)P(=O)(Oc1ccccc1)Oc1ccccc1	6	6	x	-5	x	x	-19	-1	3	17
CCOC(=O)c1sc(NC(=O)c2sc(C)nc2C)nc1C	2	1	-10	1	-2.5	5	1	-1	-1	16
CC1(C(=O)NS(=O)(=O)c2cccc(Cl)c2)CCN1C(=O)Cc1ccccc1 (centres undefined)	x	x	-6	10	-0.3	-6	x	x	4	x
O=C(CCCCCCCCC(=O)N/N=C/c1ccco1)N/N=C/c1ccco1	0	-8	0	11	-0.2	-3	x	0	9	1
CC(=O)Nc1cccc(-c2ccnc3c2CC(C(=O)Nc2cccc(OC(F)(F)F)c2)O3)c1 (centres undefined)	x	x	5	12	0.0	4	x	x	-6	x
O=C(Nc1ccccc1)c1oc2ccccc2c1NC(=O)C1CC1	7	3	-1	6	-0.7	-1	-1	-2	-7	1
CCCC(=O)Oc1ccc2c(C)cc(=O)oc2c1	2	0	-2	-303	-0.5	0	-20	17*	-1	-4
The list continues.
SMILES	Rv3671c inh	MazEF act	BoNT-F LC inh	CCHFV vOTU inh	BoNT-A LC inh2	Anthrax LF prot	SSB-PriA inh	3CLpro inhibitor	PrPC TRFRET	DUSP3 inh
C=C(C)CSc1nc2sc3c(c2c(=O)n1C1CCCCC1)CCN(C)C3	2	7	-4	-49	33*	13	15	3	-5	13
O=C(O)CCCCNS(=O)(=O)/C=C/c1ccccc1	3	13	-4	-1	0.1	7	5	1	-4	13
CCN(C(=O)c1cc2cccc(OC)c2oc1=O)c1ccccc1	-4	0	-1	0	0.0	0	-10	1	-10	-2
CCN(CC)CC(=O)Nc1sc(C)cc1C(=O)c1ccccc1	-15	5	-2	-5	1.3	2	1	-3	-1	6
COc1cccc(CNS(=O)(=O)c2c(C)[nH]c(C)c2C(=O)N2CCCCC2)c1	-5	10	25	-11	12	10	11	2	5	13
CCN(Cc1nc2ccccc2c(=O)[nH]1)Cc1nc2cc(OC)c(OC)cc2c(=O)[nH]1	-2	10	-2	-3	-0.5	-6	-7	-3	2	9
CCOc1ccc(/C=C/C(=O)Nc2ccc(N3CCOCC3)cc2)cc1	1	6	-46	8	-0.7	-1	-4	0	3	14
Cc1nnc(NCc2n[nH]c(=O)c3ccccc23)c2ccccc12	-2	20	0	-13	1.1	-1	2	1	-7	15
COc1ccc(-c2noc(-c3cccc(Cl)c3)n2)cc1OC	-1	3	-3	-5	0.0	2	-14	0	0	-11
COc1ccc(C(=O)Oc2cc(C)c(CN3CCOCC3)cc2C)cc1OC	6	4	-15	12	-0.1	-7	1	-3	8	5
Cc1noc(C)c1CNCc1ccccc1	-13	0	2	-4	-1.2	-11	0	0	-8	-2
COCCNC(=S)N(C)C1(c2ccccc2Cl)CCCCC1=O (centres undefined)	-2	-10	-4	-13	0.0	-5	-2	3	-4	26
CC(C)n1nc(Cc2cccc3ccccc23)c(C#N)c1N	-3	-2	12	15	-0.2	-3	-15	x	12	x
CC(C)(C)OC(=O)N1CCC(CC2CC(c3cccc(Br)c3)=NO2)(C(=O)O)CC1 (centres undefined)	-9	5	-4	17	-0.9	-5	8	3	5	17

Source: PubChem BioAssay (several laboratories)

Some of the compounds tested. The share of hits here may be higher or lower than overall.
